# KB-3-1 tox: KB-3-1 parental cell cytotoxicity; hit rate 1.4% among 400,000; Potency, µM (doses to about 46.1 µM), for inactives: top-dose activity change, negative = cytotoxic, hits mostly cytotoxic; KB-3-1 viability, CellTiter-Glo ATP luminescence, 72 h; further: on the % scale 0 is the no-effect control and ±100 the full control effect; nearly all actives have a fitted effect of over 60% in size
#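 72 h, 37 °C compound treatment of KB-3-1 parental cells; CellTiter-Glo added, 10 min, luminescence read. Data corrected against DMSO-only plates and normalized before curve fitting.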
# HT1080-NT tox: kills 2HG-producing HT-1080-NT fibrosarcoma cells; HT-1080-NT fibrosarcoma viability, CellTiter-Glo ATP luminescence, 48 h; Potency, µM (highest dose often 46.1 µM), inactives show at the top dose activity, negative = less viability, actives largely listed as cytotoxic; hit rate 1.6% among 360,000;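 further: NT is the 2HG producing partner of a matched IDH1 knockdown line; 0% = DMSO-treated cells and -100% = media-only wells without cells; nearly all actives have a fitted effect of over 55% in size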
#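 HT-1080-NT; 750 cells/well; 5% FBS RPMI; 48 h compound, 37 degrees C; CellTiter-Glo luminescence; curve fitting and curve-class assignment.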
# KB-V1 MDR tox: KB-V1 MDR subline cytotoxicity; KB-V1 MDR cells viability, CellTiter-Glo, 72 h; Potency, µM (series often up to 46.1 µM), without a hit: at the highest dose activity change, negative = cytotoxicity, usual class: cytotoxic; hit rate 3.4% among 400,000; further: on the % scale 0 is the no-effect control and ±100 the full control effect; nearly all actives have a fitted effect of over 60% in size
#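 Compound-treated KB-V1 multidrug-resistant cells, 72 h, 37 degrees C; viability by CellTiter-Glo. Fitted qHTS curves give the values.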
# TDP43 rescue: rescues yeast growth from TDP-43 toxicity | TDP-43 expressing yeast growth rescue, BacTiter-Glo, 24 h | Potency, µM (series often up to 46.1 µM), without a hit: at the top dose growth rescue (activation), most hits filed as activators | hit rate 1.8% among 410,000; further: % of control where 0% means no effect; nearly all actives have a fitted effect of over 50% in size
#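 Yeast expressing TDP-43 (pregrown in raffinose, seeded at OD600=0.02 in galactose medium) exposed to compounds 24 hr at 30 deg C. Growth read by BacTiter-Glo luminescence; rescue of toxicity appears as increased signal.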
# GLP1R inv ag: acts as inverse agonist at human GLP-1 receptor; P43220; HEK293 GLP-1R CRE-luciferase, luminescence, 24 h; GLP-1R form is constitutively active; Potency, µM (titrated, usually from 38.3 µM), for inactives: top-dose activity change, negative = inhibition, actives largely listed as inhibitors; hit rate 1.6% among 410,000; further: on the % scale 0 is the no-effect control and ±100 the full control effect; nearly all actives have a fitted effect of over 55% in size
# Target sequence (P43220 whole entry, looked up): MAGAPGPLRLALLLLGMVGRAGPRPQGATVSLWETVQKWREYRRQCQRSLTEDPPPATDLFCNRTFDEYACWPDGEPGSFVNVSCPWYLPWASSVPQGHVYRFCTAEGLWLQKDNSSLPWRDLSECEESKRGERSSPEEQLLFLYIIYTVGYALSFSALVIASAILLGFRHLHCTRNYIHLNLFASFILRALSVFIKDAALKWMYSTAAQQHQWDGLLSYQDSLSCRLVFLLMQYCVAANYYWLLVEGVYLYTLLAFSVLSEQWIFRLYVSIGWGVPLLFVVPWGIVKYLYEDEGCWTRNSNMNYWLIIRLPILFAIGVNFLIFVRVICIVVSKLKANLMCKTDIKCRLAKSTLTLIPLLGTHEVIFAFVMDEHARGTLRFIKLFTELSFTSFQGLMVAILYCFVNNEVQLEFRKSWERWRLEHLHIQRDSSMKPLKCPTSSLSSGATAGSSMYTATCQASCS
#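 Constitutively active GLP-1R drives a cAMP-responsive luciferase in stably transfected HEK293 cells; test compounds are added after overnight (12 h) attachment and left 24 hr, and signal loss in luminescence marks inhibition.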
# GLP-1R agonist: agonists of human GLP-1 receptor. P43220. hit rate 0.007% among 380,000. AID 624172. Potency, µM (highest dose often 45.6 µM), without a hit: at the top dose activation, usual class: activators. HEK293 GLP-1R CRE-luciferase, luminescence, 4-6 h; cells express a hypersensitive GLP-1R form; further: % of control where 0% means no effect
# SW480 rerep: induces DNA re-replication in SW480 colon adenocarcinoma cells | SW480 DNA re-replication, Hoechst DNA content imaging, 48 h | Potency, µM (series often up to 46.1 µM), without a hit: at the top dose re-replication activation, hits mostly activators | hit rate 1.8% among 340,000 | AID 624297; further: % of control where 0% means no effect; nearly all actives have a fitted effect of over 55% in size
#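 Image-based read-out: total Hoechst fluorescence of nuclei (405 nm excitation, 500-530 nm emission), with hits raising the fraction of high-intensity nuclei. SW480 colon cells incubated 48 hr with compounds at 37 C.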
# GLP1R cytotox: cytotoxic in the GLP-1 receptor inverse agonist counter-screen; Potency, µM (top dose mostly 38.3 µM), for inactives: top-dose activity change, negative = inhibition, actives largely listed as inhibitors; HEK293 cAMP-luciferase reporter cells, luminescence, 24 h; hit rate 0.13% among 410,000;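 further: loss of luciferase light is scored as toxicity; on the % scale 0 is the no-effect control and ±100 the full control effect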
#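 MLSMR compounds, 24 hr on cells at 37 deg C/5% CO2; luminescence after luciferase reagent (12 min RT). Inhibition counted as the undesired cytotoxic outcome.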
# HT1080 IDH1KD tx: HT-1080 IDH1 knockdown cell toxicity (counter line). HT-1080 IDH1 knockdown viability, ATP luminescence, 48 h. Potency, µM (series often up to 46.1 µM), without a hit: at the highest dose activity, negative = toxicity, most hits filed as cytotoxic. hit rate 2% among 360,000;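 further: 0% = DMSO wells and -100% = cell-free medium wells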
#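 Viability of IDH1-knockdown HT-1080 fibrosarcoma cells was assessed by CellTiter-Glo after 48 h at 37 °C with titrated compound; concentration-effect curves were classified by fit quality and response size.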
# * marks the source's active call; other numbers are inactive results; ? = inconclusive; . = no result given; & = joins results of further samples; [ ] = dose if it differs, or a comment. The call rests on the fitted dose curve; in most records, active means well fitted curve in the direction sought with a large enough effect; inconclusive means small, poorly fitted or top-dose-only effect, or another doubt; inactive means no such curve, though single readings can be large; an effect the other way counts as inactive or inconclusive. Potency means the concentration at half of the fitted maximal effect.
SMILES,KB-3-1 tox,HT1080-NT tox,KB-V1 MDR tox,TDP43 rescue,GLP1R inv ag,GLP-1R agonist,SW480 rerep,GLP1R cytotox,HT1080 IDH1KD tx
COc1ccc(S(=O)(=O)NCC(c2ccc(N(C)C)cc2)N2CCc3ccccc32)cc1 (stereo not drawn),-8%,.,-9%,-25%[9.22 µM],6%,.,.,-8%,.
Fc1ccc(-c2n[nH]c(=S)n2-c2ccc3c(c2)OCCO3)cc1,0%,9%,11%,2%,5%,-3%,1%,-3%,11%
COc1ccc(Cl)cc1NC(=O)CCn1cnc2ccccc2c1=O,?,7%,?,?,-25%,1%,-3%,-3%,0%
CC(C)c1ccc(CN2CCSCC2)cc1,1%,0%,-6%,-4%,-16%,1%,0%,11%,1%
Cc1nc2c(C#N)cnn2c2c1CCN2CC1CCCO1 (stereo not drawn),-4%,2%,-5%,7%,58%[activator],10%,-9%,5%,-4%
N#C/C(=C\c1ccccc1)C(=O)NC1CC1,0%,0%,0%,?,-12%,0%,-5%,-15%,0%
Cc1ccc(C)c(N2CCN(C(=O)CC3Sc4ccccc4NC3=O)CC2)c1 (stereo not drawn),?,?,16µM*,22µM*,?,-15%,6%,?,?
COc1ccc(CCNC(=O)C2CC(c3ccc([N+](=O)[O-])cc3)=NO2)cc1 (stereo not drawn),-1%,14%,-1%,?,-4%,-2%,-10%,-25%,9%
c1ccc(-c2onc3cc4c(cc23)OCCO4)cc1,-14%,-11%,-8%,35µM*,8%,28%,-7%,-1%,-8%
O=C(NCc1cccnc1)c1noc2c1CCCCC2,0%,-1%[9.24 µM],2%,-14%,0%,-10%,-11%,5%,5%
O=C(NCCNCCO)C1(C(F)(F)F)C/C(=C\CCO)CCCO1 (stereo not drawn),0%,11%,18%,18%,13%,-10%,3%,0%,5%
Cc1cc(C(=O)COC(=O)C2=COCCO2)c(C)n1-c1cccc(F)c1,-2%,-19%,-5%,18%,10µM*,4%,-545%[inhibitor],2%,-16%
N#CC(C#N)=Cc1cn(-c2ncc(C(F)(F)F)cc2Cl)c2ccccc12,-9%,?,?,3%,7.9µM*,-2%,0%,-9%,19%
O=C(/C=C/c1cccc([N+](=O)[O-])c1)NCCc1ccc(F)cc1,4%,-1%,-25%,-19%,-23%,22%,?,7%,-4%
O=S1(=O)CCO[C@H]2Cc3ccccc3[C@H]2N1Cc1ccccc1F,-29%&-12%,0%,-3%&-31%,-13%,-13%,-1%,3%[9.22 µM],1%,-14%
CCc1ccc(NC(=O)COC(=O)/C=C/c2c(C)nn(C3CCS(=O)(=O)C3)c2Cl)cc1 (stereo not drawn),19%,-4%,?,0%,13%,-5%,5%,9%,5%
COC(=O)c1ccc2nc(-c3cccc(Cl)c3)c(CC3CCCCC3)n2c1,-18%,14%,?,5%,0%,2%,.,1%,10%
CCC(CC)C(=O)Nc1cc(-c2cccc(C)c2)nn1-c1ccccc1,-1%,.,4%,13µM*,?,.,.,0%,.
COc1ccc(Nc2nc(NCc3ccco3)nc(N/N=C/c3ccccc3F)n2)cc1,-4%,-6%,?,?,-22%,-4%,?,13%,-12%
COC(=O)c1ccc(NC(=O)c2ccccc2NS(=O)(=O)c2ccccc2)cc1,?,?,?,30%,-30%,-8%,6%,-29%,11µM*
CCC(=O)c1ccc(OCC(=O)N2CCc3cc(OC)c(OC)cc3C2)cc1,17%,-2%,-11%,12%,-11%,-5%,0%,-22%,-5%
Cc1occc1C(=O)NNC(=S)Nc1ccccc1C(F)(F)F,2%,-3%,-27%,26%,9%,-8%,-101%[inhibitor],9%,-3%
O=C(O)c1cccc(NS(=O)(=O)c2ccc(S(=O)(=O)N3CCOCC3)cc2)c1,-3%,5%,11%,-6%,17%,0%,-12%,0%,-1%
CN(C)CCNc1nc(-c2ccco2)c2c(c1C#N)CC(C)(C)OC2,1%,-13%,4%,-1%,0%,1%,19%,3%,-9%
CCN1C[C@@H]2[C@@H]3C(=O)N(Cc4ccccc4)C(=O)[C@@H]3[C@](Cc3ccccc3)(C(=O)OC)N2C1=NC1CCCCC1,17%,-15%,3%,9%,18%,10%,?,-20%,-14%
# (continued)
SMILES,KB-3-1 tox,HT1080-NT tox,KB-V1 MDR tox,TDP43 rescue,GLP1R inv ag,GLP-1R agonist,SW480 rerep,GLP1R cytotox,HT1080 IDH1KD tx
COC(=O)CCNC(=O)Cn1cnc2sc3c(c2c1=O)CCCC3,14%,12%,0%,3%,1%,-4%,3%,-16%,2%
O=C(Cn1c(-c2cccs2)cc2cc(F)ccc21)NCCc1ccc(Cl)cc1,1%,.,15%,17%,-31%,-1%,.,-1%,.
CC(C)(C)OC(=O)N1CCC(c2c(C(=O)N3CCN(c4ccccn4)CC3)cnn2-c2ccccc2Cl)CC1,12%,.,17%,-17%,3%,.,.,2%,.
O=c1[nH][nH]c2cc(=O)n(-c3ccc(Cl)cc3)nc12,2%,-4%,3%,-3%[0.397 µM],-5%,0%,-5%,-19%,-10%
Cc1ccc(S(=O)Cc2ccc(C(=O)N3CCN(C4CCCCC4)CC3)o2)cc1 (stereo not drawn),?,-4%,?,-23%,1%,0%,-17%,-9%,2%
CCOc1ccc(OCC)c(S(=O)(=O)N2CCCCC2C)c1 (stereo not drawn),-8%,-7%,-29%,8%,0%,10%,10%,10%,-10%
Cc1cc(Br)ccc1OCC(=O)NC1CCCC1,-27%,?,1%,?,?,1%,10%,2%,0%
CCC(C)c1ccc(NC(=S)Nc2ccc(OC)c(OC)c2)cc1 (stereo not drawn),11%,-2%,-11%,22%,?,-2%,-2%[9.22 µM],?,-4%
CCCCc1ccc(NC(=S)Nc2cccnc2)cc1,0%,7%,-3%,?,9%,2%,-10%,-13%,-1%
CC(C)CCNC(=O)c1cc(-c2ccco2)nc2ccccc12,9%,0%,9.2µM*,17%,6%,11%,-1%,-8%,-2%
Cc1cc(C)cc(Cn2cc(CN3CC(N4CCN(Cc5ccccc5F)CC4)CS3(=O)=O)nn2)c1 (stereo not drawn),?,6%,-4%,0%,-7%,7%,.,-12%,-29%
O=[N+]([O-])c1cccc(-c2nn(-c3ccccc3)cc2CO)c1,0%,0%,3%,13µM*,?,6%,?,-10%,7%
c1ccc2c(c1)nc1n2CCN1CCN1CCCC1,14%,6%,?,-19%,4%,-1%,-9%,0%,13%
COc1ccc(Br)cc1S(=O)(=O)N1CCOCC1,2%,-1%,-1%,5%,-1%,-3%,-3%[9.22 µM],0%,1%
Cc1noc(/C=C/c2ccccn2)c1[N+](=O)[O-],0%,-15%,0%,0%,?,0%,4%,-15%,?
O=C(Nc1ccc(N2CCN(Cc3ccccc3Cl)CC2)cc1)c1cccnc1,-1%,11%,?,-17%,0%,8%,-3%,7%,10%
COCCN(CCOC)C(=O)c1ccc(CSc2nc3ccccc3s2)cc1,?,?,?,11%,-31%,6%,-4%,-4%,-12%
Cc1ccc(-n2nc(-c3ccc(OC(F)(F)F)cc3)cc2N)cc1C,6%,-29%,3%,?,?,1%,-2%,1%,-19%
O=C(CSc1nnc(Cc2ccc3c(c2)OCO3)n1C1CCCCC1)NC1CCCC1,-4%,4%,-22%,18%,?,8%,8%,-12%,10%
Cc1c(C(c2ccc(O)cc2)c2c(C)n(C)n(-c3ccccc3)c2=O)c(=O)n(-c2ccccc2)n1C,-4%,-4%,1%,-23%,-13%,6%,1%,?,-3%
COC(=O)c1cccc(Nc2c(-c3ccc(O)c(OC)c3)nc3nc[nH]n23)c1,-1%,.,21%,6%,12%,.,.,-24%,.
COc1ccc(OCc2ccc(-c3nc(C#N)c(NC(C)c4ccccc4)o3)o2)cc1 (stereo not drawn),12%,.,?,-3%,10%,.,.,1%,.
Cc1cccc(N(CC(=O)NC2CCCC2)C(=O)CCCC(=O)Nc2ccccn2)c1,13%,6%,14%,11%,3%,-10%,-2%,-2%,3%
COc1ccc(-c2noc(CCC(=O)N(C)c3ccccc3C)n2)cc1,4%,.,-14%,30%,?,-1%,.,-7%,.
O=C(/C=C(\c1ccccc1)n1cncn1)c1ccccc1,6%,-3%,-30%,-2%,-2%,-3%,-699%[inhibitor],1%,-4%
# The listing continues:
SMILES,KB-3-1 tox,HT1080-NT tox,KB-V1 MDR tox,TDP43 rescue,GLP1R inv ag,GLP-1R agonist,SW480 rerep,GLP1R cytotox,HT1080 IDH1KD tx
COc1ccc(NC(=O)N(C)C[C@H]2Oc3ccc(NS(=O)(=O)c4cn(C)cn4)cc3C(=O)N([C@H](C)CO)C[C@@H]2C)cc1,6%,11%,-8%,12%,3%,-1%,-9%[9.22 µM],-9%,4%
CCc1ccccc1NC(=O)c1cnc2scc(C)n2c1=O,5%,8%,13%,?,9%,-3%,-7%,2%,10%
CC1CCN(CCCNC(=O)C2CCN(S(=O)(=O)N3CCCCC3)CC2)CC1,0%,6%,-16%,-23%,-5%,-6%,-1%,13%,7%
Cc1ccc(C(C)C)c(OCC(=O)NNCC(=O)Nc2cccc(F)c2)c1,-15%,0%,?,19%,?,-3%,30%,2%,-8%
COc1ccc(-c2csc(NC(C)c3nc4cc(Cl)c(N5CCCCC5)cc4n3CCOCCO)n2)cc1 (stereo not drawn),?,?,?,?,11%,17%,14%,-9%,?
Cn1c(/C=C/c2ccc(Br)cc2)c([N+](=O)[O-])c(=O)n(C)c1=O,21µM*,?,?,20µM*,4.5µM*,0%,?,?,13µM*

# The order is random, and some 9.4% of all compounds hit somewhere here.
